Source: PubChem
Abeta yeast res = restores growth of yeast expressing A-beta42 peptide; AID 1347071; actives 0.063% (n = 410,000); yeast expressing A-beta42, growth rescue, OD600, 48 h; response scale: 0% DMSO, 100% iron-clioquinol control; Potency, µM (titrated, usually from 46.1 µM), for inactives: top-dose growth rescue, most hits filed as activators; further: potency means the concentration at half of the fitted maximal effect; nearly all actives have a fitted effect of over 55% in size
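Growth rescue measured by 600 nm absorbance after 48 h yeast culture at 30 C with compound. Values normalized between DMSO and an equimolar ferric chloride plus clioquinol control.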
aSyn rescue = rescues yeast growth from alpha-synuclein toxicity | Yeast expressing alpha-synuclein, growth rescue, BacTiter-Glo, 24 h | Potency, µM (doses to about 46.1 µM), inactives show at the highest dose growth rescue (activation), most hits filed as activators | actives 0.14% (n = 370,000) | AID 652106; further: potency means the concentration at half of the fitted maximal effect; % of control where 0% means no effect; nearly all actives have a fitted effect of over 65% in size
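Rescue of yeast growth: cells expressing toxic alpha-synuclein, induced in galactose at OD600 0.02, incubated with compound 24 h at 30 C. ATP luminescence quantified growth; inhibitors of toxicity appear as activators.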
FUS suppressor = suppressors of FUS proteinopathy in yeast; S. cerevisiae FUS-expressing, growth rescue, OD600, 24 h; Potency, µM (highest dose often 76.6 µM), for inactives: top-dose growth rescue (activation), most hits filed as activators; actives 0.24% (n = 390,000);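 further: potency means the concentration at half of the fitted maximal effect; plate controls were DMSO vehicle for no effect and reference control for full effect; nearly all actives have a fitted effect of over 55% in size; some results filed as inactive show a strong effect at the top dose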
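Yeast expressing FUS under galactose induction, OD 0.005 in 2% galactose medium; compounds in a dilution series, 24 h at 30C. Growth rescue by absorbance at 600 nm; CP55940 positive control, DMSO negative.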
D3 antag = blocks the human D3 dopamine receptor; D3R cells, DiscoveRx beta-arrestin luminescence, antagonist mode; stronger effect = lower value; P35462; max response, negative = inhibition, %; AID 652054; actives 2.5% (n = 360,000); in the data active means max response below about -50%; inconclusive means no clear call, values can overlap the other calls; further: on the % scale 0 is the no-effect control and ±100 the full control effect; mostly tested at two doses, the higher about 12 µM
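Cells expressing the human receptor were seeded at 1500 cells/well, incubated overnight at 37 degrees C in 5% CO2, then exposed to library compounds with dopamine controls for 90 minutes at 37 degrees C before luminescent detection.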
TDP-43 yeast inh = TDP-43 toxicity inhibition in yeast | TDP-43 expressing yeast growth rescue, BacTiter-Glo, 24 h | Potency, µM (titrated, usually from 46.1 µM), without a hit: at the highest dose growth rescue (activation), actives largely listed as activators | actives 1.8% (n = 410,000); further: potency means the concentration at half of the fitted maximal effect; % of control where 0% means no effect; nearly all actives have a fitted effect of over 50% in size
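Yeast expressing TDP-43 (pregrown in raffinose, seeded at OD600=0.02 in galactose medium) exposed to compounds 24 hr at 30 deg C. Growth read by BacTiter-Glo luminescence; rescue of toxicity appears as increased signal.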
EPAC2 agonist = activates human EPAC2 exchange factor | actives 0.079% (n = 360,000) | EPAC2 activation, biochemical qHTS; response scale: 100% = 6.5 mM cAMP response | Potency, µM (highest dose often 154 µM), inactives show top-dose activation, usual class: activators | AID 720711; further: potency means the concentration at half of the fitted maximal effect; nearly all actives have a fitted effect of over 50% in size
Target sequence (Q8WZA2 whole entry, looked up): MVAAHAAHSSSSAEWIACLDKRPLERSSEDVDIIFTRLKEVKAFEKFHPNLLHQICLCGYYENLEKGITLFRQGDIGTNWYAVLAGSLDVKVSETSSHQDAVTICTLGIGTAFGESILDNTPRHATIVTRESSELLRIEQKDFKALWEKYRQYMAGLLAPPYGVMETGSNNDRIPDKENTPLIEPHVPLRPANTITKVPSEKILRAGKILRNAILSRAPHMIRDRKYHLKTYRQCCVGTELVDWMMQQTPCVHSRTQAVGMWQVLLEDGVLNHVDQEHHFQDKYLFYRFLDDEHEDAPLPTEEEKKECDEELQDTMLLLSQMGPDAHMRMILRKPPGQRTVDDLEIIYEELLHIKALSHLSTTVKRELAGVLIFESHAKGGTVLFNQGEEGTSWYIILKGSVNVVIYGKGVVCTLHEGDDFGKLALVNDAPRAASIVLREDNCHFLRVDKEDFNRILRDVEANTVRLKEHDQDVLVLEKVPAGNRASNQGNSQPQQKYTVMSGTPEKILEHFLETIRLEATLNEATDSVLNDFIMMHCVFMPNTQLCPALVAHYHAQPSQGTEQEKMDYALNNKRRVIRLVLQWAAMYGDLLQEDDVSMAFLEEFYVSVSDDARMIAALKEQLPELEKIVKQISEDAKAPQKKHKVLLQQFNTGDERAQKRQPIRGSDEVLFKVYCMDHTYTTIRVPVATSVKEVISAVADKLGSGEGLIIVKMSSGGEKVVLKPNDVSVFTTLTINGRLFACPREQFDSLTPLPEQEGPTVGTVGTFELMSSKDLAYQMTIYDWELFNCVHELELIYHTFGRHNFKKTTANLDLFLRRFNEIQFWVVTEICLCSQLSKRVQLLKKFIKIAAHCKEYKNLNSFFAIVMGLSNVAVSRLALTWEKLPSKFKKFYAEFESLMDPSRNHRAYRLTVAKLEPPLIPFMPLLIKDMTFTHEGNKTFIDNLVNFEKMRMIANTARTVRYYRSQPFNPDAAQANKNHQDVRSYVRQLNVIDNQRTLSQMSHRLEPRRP
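Compounds were added across a concentration range to EPAC2 (100 nM), RAP1B-BODIPY-GDP (250 nM) and GDP (50 uM). After 5 min at room temperature, fluorescence was recorded at 5-min intervals for 30 min.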
EPAC2 antagonist = blocks human EPAC2 exchange factor; Potency, µM (series often up to 114 µM), for inactives: top-dose activity, negative = inhibition, usual class: inhibitors; actives 0.18% (n = 360,000); AID 720708; Q8WZA2; EPAC2 GEF exchange of Rap1B-BODIPY-GDP, fluorescence; further: potency means the concentration at half of the fitted maximal effect; on the % scale 0 is the no-effect control and ±100 the full control effect; nearly all actives have a fitted effect of over 45% in size; many of its hits are not listed in these tables
DRD3 agonist = agonists of human D3 dopamine receptor; actives 0.58% (n = 410,000); D3R DiscoveRx beta-arrestin cells, luminescence, 90 min; P35462; max activation, %; in the data active means max activation above about 30%; further: 0% is about no effect; mostly tested at two doses, the higher about 12 µM
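Agonist-mode cell screen: cells plated at 1500/well and incubated overnight at 37 °C, then exposed to library compounds for 90 min at 37 °C. Detection reagent was added for 30–60 min at room temperature, and luminescence was read.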
An asterisk follows results filed as active; ? = inconclusive; . = no result given; [ ] = dose if it differs, or a comment. Unless noted, the call rests on the fitted dose curve; in most records, active means well fitted curve in the direction sought with a large enough effect; inconclusive means small, poorly fitted or top-dose-only effect, or another doubt; inactive means no such curve, though single readings can be large; an effect the other way counts as inactive or inconclusive.

SMILES	Abeta yeast res	aSyn rescue	FUS suppressor	D3 antag	TDP-43 yeast inh	EPAC2 agonist	EPAC2 antagonist	DRD3 agonist
COc1ccc(CC(=O)NC2CCCc3ccccc32)cc1 (stereo unspecified)	-0.5%	-1.2%	-2.9%	9.7	17.8µM*	-2.4%	-0.6%	4.2
CCC1=C(OC(=O)N(CC)CC)N2C(=O)OC(=NCC(=O)OC)[C@]2(C)[C@H]2C1=CC[C@H]1C(=O)NC(=O)[C@H]12	-2.2%	-3.0%	10.9%	2.7	-8.2%	-4.4%	6.6%	-13.8
Cc1nc(NC(=O)CC(C)C)sc1-c1csc(Nc2ccc(Cl)cc2Cl)n1	2.4%	4.4%	?	14.1	23.0%	3.3%	-9.9%	5.8
CC1CC(C)CN(CC(=O)NC(c2ccccc2)c2ccccc2)C1 (stereo unspecified)	-6.1%	-6.0%	-7.8%	-6.1	-16.0%	4.9%	-26.1%	-8.5
CN(Cc1ccccc1)C(=O)[C@@H]1CCCN1C(=O)[C@@H]1CCCN1C(=O)c1ccc(Cl)cc1	-12.6%	5.2%	-4.9%	-5.9	3.6%	-0.1%	4.8%	7.1
CN(c1ccccc1)S(=O)(=O)c1cccc(C(=O)NNC(=O)c2ccncc2)c1	-0.9%	-3.1%	22.7%	5.6	11.6%	0.1%	2.3%	3.4
COC(=O)c1sccc1NC(=O)c1ccccc1C(=O)O	-18.0%	0.3%	-3.1%	1.3	-25.6%	6.9%	2.6%	-12.1
Brc1ccc(C2=Nn3cnnc3SC2)cc1	2.0%	4.8%	-14.1%	-7.5	?	10.6%	4.1%	-0.7
CCN(CC)c1ccc2c(cc1=O)[C@@H](NC)CCc1cc(OC)c(OC)c(OC)c1-2	-3.7%	1.6%	29.1%	?	-24.6%	6.2%	2.2%	-8.0
CCN1CCN(CC(O)COCc2ccccc2)CC1 (stereo unspecified)	1.2%	-0.5%	-5.6%	1.8	-6.0%	13.5%	-4.1%	-4.2
NC(=O)C1CC(=O)N(c2ccc(OCc3c(Cl)cccc3Cl)cc2)C1 (stereo unspecified)	-7.0%	-3.5%	-17.9%	2.1	-15.5%	3.7%	1.5%	-1.0
CCNC(=O)C1Cc2cc(S(=O)(=O)N3CCCC3)ccc2N1C(C)=O (stereo unspecified)	-3.7%	21.8%	-14.3%	1.9	6.7%	1.1%	5.1%	6.5
CC(=O)c1cccc(NC(=O)C(NC(C)C)c2ccccc2)c1 (stereo unspecified)	-15.0%	0.3%	-8.8%	3.8	20.6%	0.6%	19.4%	-1.7
COc1ccc(NC(=S)N2CCN(S(=O)(=O)c3ccc(F)cc3)CC2)cc1	-19.6%	0.5%	10.8%	-10.9	-23.1%	1.8%	-5.9%	-0.6
CCN(CC)c1ccc(C=NCCNS(=O)(=O)c2ccc(C)cc2)cc1	-5.4%	-0.3%	6.7%	0.2	-2.6%	-2.6%	8.1%	-9.1
CC(=O)c1ccc(S(=O)(=O)N2CCN(CC(=O)Nc3ccccc3C(=O)NC3CC3)CC2)cc1	-10.2%	-6.4%	19.5%	10.1	12.8%	9.1%	-4.8%	2.4
FC(F)(F)c1cc(CCN2C(=S)NC[C@@H]2Cc2ccccc2)cc(C(F)(F)F)c1	?	-22.4%	?	5.6	22.4µM*	-14.1%	?	-13.0
COc1ccc(-c2nnc3sc(-c4ccco4)nn23)cc1OC	-6.8%	6.3%	40.6%	27.5	9.0%	-3.5%	6.2%	2.2
CC1CCN(C(=O)N[C@@H](Cc2ccccc2)C(=O)O)CC1	3.8%	-0.6%	-5.2%	-19.6	-14.8%	-16.6%	-6.3%[57.1 µM]	-3.5
COC(=O)c1sccc1S(=O)(=O)N(CC(=O)NCc1ccccc1)c1ccc(C)cc1	-13.6%	.	14.3%	.	3.4%	.	.	1.8
O=C(/C=C/c1cccc(F)c1)NCCCn1ccnc1	-4.6%	0.2%	15.2%	6.3	-2.9%	6.4%	8.8%	-11.1
Cc1cc(CNC(=O)c2cccc(OC3CCN(S(=O)(=O)N(C)C)CC3)c2)on1	0.4%	0.3%	-2.5%	16.8	-2.5%	-11.1%	-1.5%	-8.3
COc1ccccc1NC(=O)c1sc2nc(N3CCOCC3)c3c(c2c1N)CCCC3	-13.0%	4.8%	6.8%	6.7	1.8%	-1.9%	-3.7%	1.6
COc1ccc(S(=O)(=O)N2CCC(C(=O)Oc3c(OC)cccc3OC)CC2)cc1OC	-17.3%	-3.4%	.	?	6.9%	22.8%	-8.5%	1.8
NS(=O)(=O)c1cccc(NC(=O)CC2(CC(=O)O)CCCC2)c1	-2.4%	1.4%	-15.5%	-8.3	-3.8%	5.2%	0.3%	-7.6
CC1(C(=O)NC2CCCCCC2)CCN1C(=O)C1(c2ccccc2)CC1 (stereo unspecified)	-14.5%	11.6%	1.0%	-3.1	24.1%	-2.1%	21.1%	3.3
COc1ccccc1NC(=O)c1ccc2c(c1)CCN2S(C)(=O)=O	10.9%	9.9%	4.2%	7.2	?	8.2%	6.8%	1.0
Fc1cc(F)c(C2SCCN2C(=S)Nc2cccc(C(F)(F)F)c2)c(F)c1 (stereo unspecified)	7.0%	-1.9%	-2.5%	-20.1	-5.4%	8.2%	-2.5%	-7.6
COc1ccc(OCCC(=O)N2CCN(C)CC2)cc1	-5.7%	-0.4%	-21.3%	5.9	22.2%	5.4%	3.4%	5.2
CN=c1scc(-c2ccc(F)cc2)n1/N=C/c1ccc(O)c(O)c1	4.0%	-5.0%	26.9%	0.9	?	25.9%	-8.9%	94.6*
CCOC(=O)c1c(NC(=O)COc2cc(C)ccc2C(C)C)sc(C)c1C	-12.7%	.	-16.1%	.	8.0%	.	.	-7.6
O=C1CC(N2CCN(Cc3ccc4c(c3)OCO4)CC2)C(=O)N1CCc1ccccc1 (stereo unspecified)	3.1%	1.8%	6.9%	-13.0	-13.4%	6.1%	-8.1%	2.1
O=C(O)C1=NOC(CNc2ncc(C(F)(F)F)cc2Cl)C1 (stereo unspecified)	1.3%	0.1%	3.1%	-5.1	-17.4%	4.3%	11.0%	5.4
CCN(c1ccc(C)cc1C)S(=O)(=O)c1nnc(NC(=O)c2ccccc2OC)s1	-2.9%	.	11.9%	.	-7.0%	.	.	-10.9
COc1ccccc1N(CC(=O)NC(C)(C)C)C(=O)CCC(=O)Nc1nccs1	-2.7%	8.2%	-3.0%	13.8	4.2%	-2.9%	-3.9%	3.6
CN(CCCCN1CCOCC1)Cc1nc(-c2ccc3c(c2)OCO3)no1	5.5%	-3.9%	-10.5%	-23.3	2.3%	-2.2%	-5.7%	-13.4
CC(=O)Nc1ccc(NC(=O)c2nc(-c3ccccc3)oc2C)cc1	-0.7%	-13.6%	9.4%	14.8	-7.1%	3.3%	4.5%	4.8
COc1ccc(-c2nc(C#N)c(NCCN(C)C)o2)cc1	-7.9%	-3.0%	-9.9%	-61.3*	21.0%	6.2%	4.6%	-8.4
Cc1ccc([C@@H]2C[C@H]3[C@@H](CN2S(=O)(=O)c2ccc(C)cc2)C(=O)C[C@@H](c2ccc(Cl)cc2)N3S(=O)(=O)c2ccccc2C)cc1	1.3%	4.1%	18.6%	-2.6	0.0%	-8.9%	0.6%	4.2
C=CCSc1nc(C)c(CCCC)c(=O)[nH]1	-4.7%	-4.3%	-18.1%	11.7	?	8.9%	-3.0%	3.6
CN(CC(=O)NCCc1ccc(F)cc1)Cc1ccccc1	-6.9%	1.5%	-0.4%	5.0	11.7%	0.2%	-5.5%	-6.1
Cc1ccc(C(C)C)c(OCC(=O)Nc2c(C(=O)c3ccc(F)cc3)oc3ccccc23)c1	-6.4%	.	13.9%	.	18.6%	.	.	4.4
COC(=O)CCC(=O)Nc1cccc(Cl)c1	-2.4%	-4.9%	-19.9%	0.0	-2.9%	10.9%	-5.5%	-8.5
C/C(CC(C)(C)C1CCCCC1)=N\NC(N)=S	3.2%	-12.5%	-6.2%	?	?	-1.9%	1.9%	-27.9
CC12CC3(C)CC(C)(C1)CC(C(=O)NC(=S)NC(C)(C)C)(C2)C3	-12.0%	3.0%	-14.5%	7.2	-17.9%	4.9%	0.7%	4.8
CC(=O)c1cc(-c2ccc(F)cc2)n(CCC(=O)NC2CCCCC2)c1C	-14.9%	.	22.3%	.	-5.2%	.	.	-6.1
CC(=O)CCc1ccc(Oc2nc(-c3cccnc3)nc3ccccc23)cc1	-17.5%	9.2%	22.3%	32.3	14.1µM*	3.9%	3.2%	15.5

As a short view, part of the list above:
SMILES	Abeta yeast res	aSyn rescue	FUS suppressor	D3 antag	TDP-43 yeast inh	EPAC2 agonist	EPAC2 antagonist	DRD3 agonist
CN(CCCCN1CCOCC1)Cc1nc(-c2ccc3c(c2)OCO3)no1	5.5%	-3.9%	-10.5%	-23.3	2.3%	-2.2%	-5.7%	-13.4
CC(=O)Nc1ccc(NC(=O)c2nc(-c3ccccc3)oc2C)cc1	-0.7%	-13.6%	9.4%	14.8	-7.1%	3.3%	4.5%	4.8
COc1ccc(-c2nc(C#N)c(NCCN(C)C)o2)cc1	-7.9%	-3.0%	-9.9%	-61.3*	21.0%	6.2%	4.6%	-8.4
Cc1ccc([C@@H]2C[C@H]3[C@@H](CN2S(=O)(=O)c2ccc(C)cc2)C(=O)C[C@@H](c2ccc(Cl)cc2)N3S(=O)(=O)c2ccccc2C)cc1	1.3%	4.1%	18.6%	-2.6	0.0%	-8.9%	0.6%	4.2
C=CCSc1nc(C)c(CCCC)c(=O)[nH]1	-4.7%	-4.3%	-18.1%	11.7	?	8.9%	-3.0%	3.6
CN(CC(=O)NCCc1ccc(F)cc1)Cc1ccccc1	-6.9%	1.5%	-0.4%	5.0	11.7%	0.2%	-5.5%	-6.1
Cc1ccc(C(C)C)c(OCC(=O)Nc2c(C(=O)c3ccc(F)cc3)oc3ccccc23)c1	-6.4%	.	13.9%	.	18.6%	.	.	4.4
COC(=O)CCC(=O)Nc1cccc(Cl)c1	-2.4%	-4.9%	-19.9%	0.0	-2.9%	10.9%	-5.5%	-8.5
C/C(CC(C)(C)C1CCCCC1)=N\NC(N)=S	3.2%	-12.5%	-6.2%	?	?	-1.9%	1.9%	-27.9

Not all compounds are listed. The share of hits here may be higher or lower than overall.
